GSK3 alpha inh: blockers of GSK3A enzyme activity – biochemical, luminescence, cell-free homogeneous, HTS, primary screen; AID 2650, 2010; hit rate 0.1% among 320,000; GSK-3 alpha kinase, ADP-Glo luminescence, 60 min; Glycogen synthase kinase-3 alpha (Homo sapiens), P49840; inhibition, % at 10 µM;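 in the data active means inhibition above about 50%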;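 further: GST-tagged GSK-3 alpha with peptide substrate and 25 µM ATP; 0% = DMSO neutral wells and 100% = GW8510 positive control wells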
HDAC3 inhib: HDAC3 deacetylase inhibitors, primary screen, biochemical, fluorescence, cell-free homogeneous. Histone deacetylase 3 (Homo sapiens), O15379. recombinant HDAC3, fluorogenic peptide/trypsin coupled. inhibition, % at 8.3 µM. hit rate 0.15% among 320,000. AID 2718, 2010; in the data active means inhibition above about 26%, passing the limit was not always enough; inconclusive means no clear call, values can overlap the other calls
KCNK3 inh: human KCNK3 channel inhibitors, primary screen, CHO cells, FluxOR thallium flux, B-score | B-score at 10 µM | AID 602410, 2012 | FluxOR fluorescence; hits give low values | hit rate 0.84% among 340,000 | Potassium channel subfamily K member 3 (Homo sapiens), O14649;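 active means B-score under library mean minus 4 SD, starting fluorescence ratio at most library mean plus 5 SD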;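 further: more negative B-score means stronger inhibition of thallium flux through KCNK3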
KCNK9 block: KCNK9 potassium channel inhibitors, primary screen, HEK293 cells, thallium flux. Potassium channel subfamily K member 9 (Homo sapiens), Q9NPC2. FluxOR thallium flux fluorescence; hits give low values. B-score at 10 µM. hit rate 1.2% among 310,000;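 active means ratio B-score over 3 SD below the library mean, with starting fluorescence within 5 SD of its mean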;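 further: negative B-score means less thallium flux so channel inhibition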
KCNQ1 act: potentiators or activators of KCNQ1 channel, primary screen, cell-based, thallium flux, high-throughput; AID 2648, 2010; CHO-K1 KCNQ1, thallium flux FluxOR fluorescence; hits give high values; Potassium voltage-gated channel subfamily KQT member 1 (Homo sapiens), P51787; hit rate 0.35% among 310,000; B-score at 10 µM;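 active means fluorescence ratio B-score, a plate-corrected score, at least three library SD, with initial intensity B-score within 5 SD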
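assay system = CHO-K1 cells stably expressing KCNQ1 | medium = assay buffer, equal DMSO in all wells | timing = 37 °C overnight plating, 90-min dark dye load, 20-min compound pretreatment | measured by = kinetic FluxOR thallium fluorescence, 10-s 1-Hz baseline, 110-s post-stimulus read | measure = fluorescence change relative to baseline, converted to B score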
RGS4 act: RGS4 potentiators or activators, primary screen, cell-based, HEK293 M3R inducible RGS4, calcium flux; carbachol calcium flux Fluo4; hits give low values; B-score at 10 µM; hit rate 0.92% among 310,000;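 active means B-score of the integrated calcium signal more than 4 SD below the library mean, with starting fluorescence not abnormally high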;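 further: negative B-score means reduced calcium response which marks RGS4 activation or potentiation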
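Detection: kinetic calcium fluorescence imaging with Fluo4-AM dye, 2 µM / Material: HEK293 cells with stable M3R and inducible RGS4 / Schedule: recording 10 s baseline at 1 Hz, 100 s post-agonist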
GSK3B inh: human GSK3beta kinase inhibitors, primary screen, biochemical, cell-free homogeneous, HTS; Glycogen synthase kinase-3 beta (Homo sapiens), P49841; GST-GSK3beta kinase, ADP-Glo luminescence, 60 min; hits give low values; activity score (negative = inhibition), % at 10 µM; hit rate 0.038% among 300,000;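 active means more than half of replicate wells score below -50%, meaning over 50% inhibition versus plate controls; inconclusive means some replicates but at most half score below -50%; inactive means no replicate scores below -50%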;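 further: 0% = median DMSO wells and -100% = median GW8510 positive control wells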
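Test system: GST-tagged human GSK3beta kinase, cell-free; evaluation: activity score scaled between in-plate DMSO and GW8510 controls; measured by: ADP-Glo luminescence; incubation: 60 min reaction, RT; benchmarks: DMSO and 20 µM GW8510; reagent: peptide substrate plus 25 µM ATP (final); medium: Tris/MgCl2 kinase buffer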
PolyA inh: polyadenylation inhibitors in yeast reporter cells, primary screen, luminescence, S. cerevisiae. S. cerevisiae SKY197-pL101 polyadenylation reporter, beta-gal luminescence; efflux-impaired pdr1/pdr3 knockout yeast; score 100 = 6 SD above DMSO. calls only at 12 µM. hit rate 0.02% among 300,000;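 active means lowest replicate activity score at least 50, where 100 means six control SD above control mean; inconclusive means lowest score under 50 but half or more replicates reach 50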;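 further: yeast exposed to compound for 9 h at 30 °C; higher score means more reporter readthrough which indicates perturbed polyadenylation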
DYRK1A inh: rat Dyrk1A kinase inhibitors, primary screen, biochemical, single point, plate reader; ADP-Glo luminescence, NFATc1 peptide; inhibition, % at 12.5 µM; hit rate 0.43% among 310,000; AID 504441, 2011; in the data active means inhibition above about 50%;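 further: plate controls were vehicle with enzyme for no effect and no enzyme for full effect; many of its hits are not listed in these tables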
hERG protect: hERG rescue from dofetilide block, primary screen, cell-based, CHO-hERG, FluxOR thallium flux, dofetilide IC70; Voltage-gated inwardly rectifying potassium channel KCNH2 (Homo sapiens), Q12809; dofetilide IC70 present; activation (rescue from dofetilide block), less the hit threshold, % at 10 µM; hit rate 0.51% among 310,000;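 active means activation above the mean of controls blocked by dofetilide plus 5 SD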;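 further: thallium influx through hERG after potassium depolarization seen as dye fluorescence rise; in these data hits start at about 4.7%; inactives centre near -7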
Target sequence (Q12809 whole entry, looked up): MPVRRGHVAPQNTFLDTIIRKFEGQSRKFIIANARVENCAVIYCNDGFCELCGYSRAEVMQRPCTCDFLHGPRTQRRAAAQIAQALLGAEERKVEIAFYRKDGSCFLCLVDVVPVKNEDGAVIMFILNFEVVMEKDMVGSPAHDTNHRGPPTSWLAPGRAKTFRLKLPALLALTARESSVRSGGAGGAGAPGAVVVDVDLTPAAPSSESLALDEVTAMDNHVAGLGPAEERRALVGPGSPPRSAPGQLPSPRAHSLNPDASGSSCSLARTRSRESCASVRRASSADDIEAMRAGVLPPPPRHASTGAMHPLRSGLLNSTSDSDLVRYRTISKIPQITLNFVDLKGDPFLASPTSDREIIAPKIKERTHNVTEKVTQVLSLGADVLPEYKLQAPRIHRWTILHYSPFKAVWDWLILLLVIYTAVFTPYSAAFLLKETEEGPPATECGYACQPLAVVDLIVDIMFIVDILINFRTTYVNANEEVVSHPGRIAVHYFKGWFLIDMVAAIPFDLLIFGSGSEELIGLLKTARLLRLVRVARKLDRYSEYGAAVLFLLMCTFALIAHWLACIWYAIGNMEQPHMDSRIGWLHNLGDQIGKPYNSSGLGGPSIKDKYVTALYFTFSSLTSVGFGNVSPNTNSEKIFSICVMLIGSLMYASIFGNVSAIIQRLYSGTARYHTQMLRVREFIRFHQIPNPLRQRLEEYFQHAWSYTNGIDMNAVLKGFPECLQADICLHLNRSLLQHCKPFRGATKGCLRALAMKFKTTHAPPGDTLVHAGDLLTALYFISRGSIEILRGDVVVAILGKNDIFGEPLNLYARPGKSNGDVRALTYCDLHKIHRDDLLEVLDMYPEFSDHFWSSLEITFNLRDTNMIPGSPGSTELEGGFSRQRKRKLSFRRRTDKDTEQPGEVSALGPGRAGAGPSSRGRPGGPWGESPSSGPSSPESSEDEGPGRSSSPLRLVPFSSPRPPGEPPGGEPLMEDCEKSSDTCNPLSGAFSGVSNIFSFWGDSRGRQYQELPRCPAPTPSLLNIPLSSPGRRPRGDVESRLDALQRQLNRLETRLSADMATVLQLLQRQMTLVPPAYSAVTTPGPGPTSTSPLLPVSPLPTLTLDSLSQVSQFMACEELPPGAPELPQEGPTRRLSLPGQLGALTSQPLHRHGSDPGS
KCNQ1 inh: inhibitors of human KCNQ1 channel, primary screen, cell-based, thallium flux, high-throughput; Potassium voltage-gated channel subfamily KQT member 1 (Homo sapiens), P51787; CHO-K1 KCNQ1, FluxOR thallium flux fluorescence; hits give high values; B-score at 10 µM; hit rate 1.3% among 310,000; AID 2642, 2010;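 active means compounds whose thallium flux B-score, printed positive for inhibition, exceeds three library SD while starting fluorescence stays within three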;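 further: channel opened by potassium depolarization with thallium stimulus after 20 min compound exposure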
An asterisk follows results filed as active; i = inactive; ? = inconclusive; nt = not tested or not shown; & = joins results of further samples. Only part of the results is shown, so the mix of outcomes need not match the whole.

SMILES	GSK3 alpha inh	HDAC3 inhib	KCNK3 inh	KCNK9 block	KCNQ1 act	RGS4 act	GSK3B inh	PolyA inh	DYRK1A inh	hERG protect	KCNQ1 inh
CCOC(=O)N1CCN(C(=O)Nc2ccc(Cl)cc2)CC1	1.5	2.9	i	i	i	i	-2.0	i	3.7	-6.0	i
COC(=O)/C=C1\S/C(=N/N=C/c2ccccc2)NC1=O	nt	nt	i	i	i	i	-3.2	i	4.5	-1.8	i
O=C(CN1CCN(S(=O)(=O)c2ccc(Cl)s2)CC1)NCc1ccc(Cl)cc1	-0.4	2.6	i	i	i	i	-6.2	nt	-1.4	-18.2	i
CCN(Cc1ccncc1)C(=O)c1ccccc1NS(=O)(=O)c1ccc(Br)cc1	5.8	-3.0	i	i	i	i	4.5	i	16.2	-13.1	i
CC(C)OC(=O)C1=C(N)N2C(=O)CSC2=C(C(=O)OC(C)C)C1	-0.7	?	i	i	i	i	2.4	i	-4.9	-8.3	i
CCNC(=O)CN1C(=O)NC2(CCCCCC2)C1=O	-2.2	9.4	i	i	i	i	-0.8	nt	-1.0	-11.2	i
CC(C)CN(C(=O)COc1ccc(C(C)(C)C)cc1)C1CCS(=O)(=O)C1 (centres undefined)	2.1	0.4	i	i	i	i	1.3	i	2.1	-7.7	i
COc1cc(NC(=O)c2ccccc2C)c(OC)cc1NC(=O)CN1CCOCC1	-4.7	-1.2	i	i	i	i	-0.2	i	-1.0	-7.8	i
Cc1ccc(C(=O)NNS(=O)(=O)c2ccc(F)cc2)cc1	-1.8	-2.1	i	i	i	i	0.3	i	1.0	-3.3	i
Cc1cccc(N2C(=O)CN(Cc3sccc3C)C2=S)c1	3.3	-11.7	i	i	i	i	1.8	i	-1.3	-1.9	i
CCC(CC)C(=O)Nc1ccc(S(=O)(=O)Nc2nccs2)cc1	-1.0	2.0	i	i	i	i	-1.6	i	-2.1	-8.0	i
O=C(CCN1CCOCC1)NNC(=S)NC(=O)c1ccccc1	-29.7	-0.2	i	i	i	i	-6.5	i	6.0	-7.3	i
COc1ccc(C2=Nn3c(nnc3-c3ccccc3OC)SC2)cc1OC	2.7	1.5	i	i	i	i	-0.7	i	-2.5	-12.2	i
COc1ccc(-c2cn3cccnc3n2)cc1NC(=O)CC(C)C	nt	-6.3	i	i	i	i	2.1	i	-3.9	-6.3	i
Cc1c(Cl)cccc1NC(=O)c1cccc(OC(F)F)c1	-3.8	0.3	i	i	i	i	-0.6	i	1.9	-12.1	i
COc1cccc2cc(C(=O)C3=C(O)C(=O)N(c4cc(C)on4)C3c3cccs3)oc12 (centres undefined)	-2.1	1.2	i	i	i	i	0.1	i	-0.8	-10.6	i
O=C(N/N=C/c1ccccc1)NC1CCCCC1	-0.2	0.5	i	i	i	i	2.1	i	-1.5	-11.1	i
COc1ccc(CN2CCN(S(=O)(=O)c3ccc(NC(C)=O)cc3)CC2)cc1	-4.5	2.4	i	i	i	i	0.2	i	0.7	-5.8	i
O=C1C2C(c3ccccc3)C=CC(c3ccccc3)C2C(=O)N1C1CCCCC1 (centres undefined)	2.3	1.3	i	nt	nt	nt	4.1	i	5.8	nt	nt
Cc1ccccc1C(=O)Nc1ccc(N2CCOCC2)nc1	6.9	1.0	i	i	i	i	-1.9	i	-3.5	-6.9	i
CC1CN(C(=O)c2ccc(Oc3ccccc3)cc2)CC(C)O1 (centres undefined)	-2.7	-4.9	i	i	i	i	4.3	i	-6.6	-10.6	i
Cc1cc(N)n(Cc2cccs2)n1	-1.2	2.7	i	i	i	i	-0.9	i	0.0	-0.3	i
CC(C)C[C@@H](NC(=O)[C@H]1CCCN1C(=O)Cc1ccccc1)C(N)=O	-1.8	1.1	i	i	i	i	3.0	i	-2.6	-9.8	i
Cc1ccc(N2C(=O)C(Cl)=C(N3CCOCC3)C2=O)cc1Cl	0.7	0.9	i	i	i	i	3.0	i	-1.6	-7.3	i
N#CC[C@H](Cc1ccccc1)N1CC[C@@H](NC(=O)OCc2ccccc2)CCC1=O	-3.9	-2.5	i	i	i	i	0.9	i	3.0	-7.8	i
Cc1cccc(CSc2cccc3cccnc23)c1	-2.3	11.7	i	i	i	i	-0.7	i	9.0	-3.9	i
COC(=O)c1ccc(-n2cncn2)c(F)c1	-3.5	0.4	i	i	i	i	3.1	i	7.3	-4.0	i
Cc1nc2cccc(C(=O)NC3CCCCC3)c2o1	0.2	-5.6	i	i	i	i	0.8	i	18.5	-1.6	i
FC(F)(F)c1cccc(OCc2nnc3n2CCC3)c1	-0.9	-1.8	i	i	i	i	-1.8	i	nt	-8.3	i
O=C(Cn1cnc2ccccc2c1=O)c1ccccc1	-0.6	5.7	i	i	i	i	-0.4	nt	3.7	0.0	i
COc1cc(NC(=O)c2cccs2)c(C(=O)OCC(=O)NC(=O)NC(C)(C)C)cc1OC	0.6	0.6	i	i	i	i	2.3	i	-3.7	-7.1	i
COc1cc(-c2nn3c(-c4cccc(C)c4)nnc3s2)cc(OC)c1OC	-2.5	1.9	i	i	i	i	-6.9	i	2.9	-12.0	i
COCCNC(=O)C1Nc2ccc(OC(F)(F)F)cc2C2C=CCC12 (centres undefined)	-2.0	-0.3	i	i	i	i	1.1	i	8.3	-8.5	i
CCCCSCc1ccc(C(=O)O)o1	-1.0	-1.9	i	i	i	i	1.8	i	2.0	-9.0	i
CCn1cc(C(=O)NCc2cccs2)c(=O)c2ccc(C)nc21	1.0	-2.4	i	i	i	i	-1.1	i	2.2	-7.6	i
O=C(CSc1nc2ccccc2s1)N1c2ccccc2Sc2ccccc21	-1.0	-1.2	i	i	i	i	1.6	i	1.2	-7.5	i
CS/C(Nc1cc(Cl)ccc1Cl)=C(/C#N)C(=O)c1ccco1	0.3	12.6	i	i	i	i	-0.1	i	5.2	-8.6	i
O=C(Cc1ccccc1)NNC1CC(=O)N(c2ccc(Br)cc2)C1=O (centres undefined)	-1.4	-3.3	i	i	i	i	-1.9	i	10.2	-9.7	i
CC(=O)NC(=O)COC(=O)c1ccc2ncsc2c1	0.6	7.3	i	i	i	i	-4.0	i	17.1	-10.2	i
CCN(CC)CCSc1nc2ccccc2c(=S)n1-c1ccccc1	2.8	7.4	nt	i	i	-8.03*	-2.0	i	nt	-4.8	i
COc1cc2c(cc1OC)C(COc1ccc3c(C)cc(=O)oc3c1)N(C(=O)c1ccco1)CC2 (centres undefined)	-2.1	8.0	i	i	i	i	-6.0	i	-0.9	-2.8	i
COc1cc(C(=O)NCC(c2ccco2)N2CCc3ccccc32)cc(OC)c1OC (centres undefined)	0.1	2.2	i	i	i	i	-0.9	i	2.5	-7.8	i
CCOCCCNC(=O)C(c1ccc(OC)cc1)N(Cc1cccs1)C(=O)c1ccccc1O (centres undefined)	-0.4	5.6	i	i	i	i	-3.0	i	0.7	-12.3	i
CCN(c1ccccc1)S(=O)(=O)c1ccc(Cl)c(NC(=O)CSc2nnc(C)s2)c1	-1.0	0.5	i	i	i	i	-1.2	i	5.6	-16.2	i
O=C1NC(=S)N/C1=C\c1ccc(N2CCOCC2)cc1	0.8	-0.8	i	i	i	i	3.7	i	2.7	-11.8	i

Taken from above.
In HDAC3 inhib, `CCN(CC)CCSc1nc2ccccc2c(=S)n1-c1ccccc1` reads 7.4
In hERG protect, `CCN(c1ccccc1)S(=O)(=O)c1ccc(Cl)c(NC(=O)CSc2nnc(C)s2)c1` reads -16.2

Following part:
SMILES	GSK3 alpha inh	HDAC3 inhib	KCNK3 inh	KCNK9 block	KCNQ1 act	RGS4 act	GSK3B inh	PolyA inh	DYRK1A inh	hERG protect	KCNQ1 inh
Cc1cc(Cl)ccc1OCC(=O)Nc1ccccc1C(=O)N1CCOCC1	-0.7	-7.0	i	i	i	i	-1.9	i	1.8	-12.3	i
CCOc1ccc(Cl)cc1/C=N/NC(=O)CNC(=O)c1ccccc1	0.2	3.9	i	i	i	i	4.4	i	8.5	-2.5	i
O=C(Cn1cnc2cc(Cl)ccc2c1=O)Nc1ccc2c(c1)OCO2	-2.8	-4.1	i	i	i	i	-0.9	i	-1.2	-7.2	i
c1cncc(-c2ccnc3ncnn23)c1	-1.4	1.9	i	i	i	i	-4.4	i	-0.5	-8.3	i
Cc1cc(C)nc(NC(=O)c2ccc(C)o2)n1	0.4	-5.0	i	i	i	i	-5.1	i	1.4	-10.9	i
CS(=O)(=O)Nc1ccc2c(c1)C(=O)OC2	nt	3.4	i	i	i	i	0.8	i	-1.2	-13.7	i
COc1cccc(-c2noc(-c3cccs3)n2)c1	-0.6	-3.0	i	i	i	i	2.0	i	-1.1	-11.7	i
Cc1cnc(NC(=O)c2cc3c(C)nn(Cc4ccccc4Cl)c3s2)s1	0.4	-5.3	i	i	i	i	-0.4	i	-2.4	-6.1	i
CC(C)N(Cc1nc(-c2ccccc2)no1)C(=O)C(Cl)(Cl)Cl	nt	4.4	i	i	i	i	nt	i	1.7	-10.3	i
Cc1cc(C)nc(NS(=O)(=O)c2ccc(N)cc2)n1	0.9&-1.1	-0.3&3.3	i	i	i	i	-3.5	i	-5.7	-6.8	i
COc1ccc(OC)c2c1cc(C(=O)N[C@@H](C)C(=O)N[C@@H](C(=O)O)c1ccccc1)n2C	-5.3	-29.7	i	i	i	i	2.9	i	-0.3	2.1	i
CN(CCC#N)C(=O)COc1ccc(Br)cc1Cl	-2.2	0.6	i	i	i	i	1.6	i	-0.8	-6.0	i
